HPDE-C7K KRASV12: cytotoxicity in KRAS-transformed pancreatic duct cells, primary screen, cell-based, fluorescence, HTS (AID 431) | HPDE-C7K KRASV12 cells, Alamar Blue viability, 48 h; higher % means a stronger effect | one-dose cytotoxicity, % at 10 µM; EC50 in µM for titrated hits | hit rate 1.7% among 63,000;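 active = compounds whose percent cytotoxicity in the single-dose primary screen, scaled between solvent and toxic-drug controls, exceeds 50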;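 also: 0% = DMSO solvent wells and 100% = doxorubicin-treated wells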
HPDE-C7 viability: cytotoxicity in HPDE-C7 cells, cell-based, fluorescence, HTS (AID 430); cytotoxicity, % at 10 µM, or EC50 in µM where a hit was titrated; hit rate 1.8% among 63,000; HPDE-C7 pancreatic duct cells viability, fluorescence; higher % means a stronger effect;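 also: cells exposed to compound for 48 hours before viability readout; 0% = vehicle and 100% = reference cytotoxic drug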
LYP phosphatase: LYP phosphatase inhibitors, primary screen, biochemical, DiFMUP fluorescence, recombinant catalytic domain, 10 µM (AID 606). recombinant LYP catalytic domain, DiFMUP fluorescence; higher % means a stronger effect. Tyrosine-protein phosphatase non-receptor type 22 (Homo sapiens). inhibition, % at 10 µM, or IC50 in µM where a hit was titrated. 52,000 tested, under 10 active;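 active = IC50 under 40 µM in the dose-response test; inactive = IC50 of 40 µM or more, or never dose-tested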
Bfl-1 inhibitors: Bfl-1 inhibitors, primary screen, biochemical, fluorescence polarization, FITC-Bid, mouse (AID 432); Bcl-2-related protein A1 (Mus musculus); hit rate 0.02% among 64,000; displacement, % at 20 µM, or IC50 in µM where a hit was titrated; FITC-Bid BH3 peptide fluorescence polarization displacement; higher % means a stronger effect; in the data active = a potency from the dose series; inactive = the rest, 99 in 100 with displacement below about 15%; also: strong numbers were not always called active
MK inhibit: S. pneumoniae MK inhibitors, primary screen, biochemical, PK/LDH-coupled NADH absorbance | mevalonate kinase [Streptococcus pneumoniae D39] | purified MK, PK/LDH-coupled NADH absorbance 340 nm | inhibition, % at 10 µM | hit rate 0.48% among 65,000 | AID 555, 2006;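 active = ranked among the strongest by inhibition in the single 10 µM screen, a fixed top-ranked set picked for dose follow-up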; also: no value below 0 was filed
Spn PMK inh: S. pneumoniae PMK inhibitors, primary screen, biochemical, mevalonate pathway, pilot trial included. phosphomevalonate kinase (Streptococcus pneumoniae D39). purified PMK, PK/LDH-coupled NADH absorbance 340 nm. inhibition, % at 10 µM. hit rate 0.49% among 65,000. AID 539, 2006;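 active = top-ranked compounds by inhibition in the single 10 µM screen, taking a fixed number of the strongest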;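 also: 0% = full reaction with DMSO carrier and 100% = background rate without enzyme reaction; no value below 0 was filed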
Spn DPM-DC inh: S. pneumoniae DPM-DC inhibitors, primary screen, biochemical, PK/LDH-coupled NADH fluorescence. calls only at 10 µM. hit rate 0.49% among 65,000. diphosphomevalonate decarboxylase (Streptococcus pneumoniae D39). AID 556, 2006. purified DPM-DC;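 active = the 320 compounds with the highest percent inhibition in the single-dose primary screen, excluding strongly autofluorescent ones, cut at about 32% in these data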;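 also: kinetic rate of NADH fluorescence loss reporting ADP formed by the decarboxylase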
TNAP inhibition: human TNAP enzyme inhibitors, biochemical, luminescent (AID 518); purified TNAP enzyme, luminescent substrate readout; higher % means a stronger effect; one-dose inhibition, % at 20 µM; IC50 in µM for titrated hits; hit rate 0.09% among 64,000; in the data active = a potency from the dose series; inactive = the rest, 99 in 100 with inhibition below about 22%;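 also: plate controls were vehicle for no effect and reference inhibitor for full effect; many of its hits are not listed in these tables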
HT1080 cytotoxicity: cytotoxicity in HT1080 fibrosarcoma cells, cell-based, fluorescence readout (AID 620); HT1080 viability, fluorescence; higher % means a stronger effect; cytotoxicity, % at 10 µM; hits with a dose series show EC50 in µM; hit rate 0.42% among 87,000;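 also: cells exposed to compound overnight then 4 h with Alamar Blue; 0% = vehicle DMSO and 100% = killing control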
Spn PMK inh pilot replicates: second read-out of Spn PMK inh, no call of its own (marks repeat the call); inhibition, %; measured here: pilot screen replicates
MK inhibit pilot replicates: further read-out of MK inhibit, marked with its call; inhibition, %; measured here: pilot screen replicates
Spn DPM-DC inh pilot screen %: also measured in Spn DPM-DC inh; calls as there; inhibition, %; measured here: pilot screen trials
* = called active by the depositor; i = inactive; / = no result given. Rule as the data show it, unless noted: active = cytotoxicity above about 50%; inactive = the rest.

SMILES	HPDE-C7K KRASV12	HPDE-C7 viability	LYP phosphatase	Bfl-1 inhibitors	MK inhibit	Spn PMK inh	Spn DPM-DC inh	TNAP inhibition	HT1080 cytotoxicity	others
CC1Cc2ccccc2N1C(=O)COc1cccc(-n2cnnn2)c1 (centres undefined)	-2%	3%	/	-6%	0	8	i	7%	0%
Cn1c(=O)cc(SCC(=O)NCC2CCCO2)c2ccc(Cl)cc21 (centres undefined)	6%	4%	/	-5%	0	6	i	13%	25%	Spn PMK inh pilot replicates=4.0;MK inhibit pilot replicates=1.0;Spn DPM-DC inh pilot screen %=2.5
Cc1ccccc1N(CC(N)=O)S(C)(=O)=O	-1%	2%	7%	3%	4	0	i	9%	3%
Cc1cc(C(=O)NCCCN2CCOCC2)n(-c2ccccc2)n1	-11%	1%	1%	5%	5	0	i	13%	-2%	Spn PMK inh pilot replicates=1.5;MK inhibit pilot replicates=0.5;Spn DPM-DC inh pilot screen %=0.0
Cc1cc(C)n2nc(CC(=O)NC3CCCC(C)C3C)nc2n1 (centres undefined)	2%	-6%	2%	1%	6	22	i	11%	-4%
CCOC(=O)C(C)Sc1nnc(Cc2cc(=O)[nH]c(=O)[nH]2)n1-c1ccc(Cl)cc1 (centres undefined)	-5%	-14%	-4%	-4%	5	14	i	18%	9%	Spn PMK inh pilot replicates=0.0;MK inhibit pilot replicates=0.0;Spn DPM-DC inh pilot screen %=3.5
CCOC(=O)c1[nH]c2ccc(Br)cc2c1NC(=O)CCN1CCN(C(=O)OCC)CC1	19%	8%	/	-5%	7	3	i	7%	-7%
O=C(Nc1cccc(C(F)(F)F)c1)c1cc(-c2cccs2)on1	1%	-4%	/	5%	10	8	i	14%	1%
O=C(Nc1ccccc1C(F)(F)F)c1cccnc1	-22%	-9%	/	-10%	9	12	i	8%	-5%
COc1cc(C(=O)OCc2cc3ccccc3[nH]c2=O)cc(OC)c1OC	4%	3%	16%	4%	11	7	i	6%	24%	Spn PMK inh pilot replicates=0.0;MK inhibit pilot replicates=4.0;Spn DPM-DC inh pilot screen %=6.0
CN1C(=O)c2ccccc2C(C(=O)NCC2CCCO2)C1c1c[nH]c2ccccc12 (centres undefined)	-2%	0%	11%	-9%	1	20	i	4%	/
CN1C(=S)SC(/[N+]([O-])=C\c2ccco2)C1(C)C (centres undefined)	-13%	-23%	14%	-1%	6	9	i	9%	5%
O=C1CCN(C(=O)c2ccccc2)C2CCCCC12 (centres undefined)	-3%	-1%	/	6%	8	4	i	13%	-2%	Spn PMK inh pilot replicates=0.0;MK inhibit pilot replicates=0.0;Spn DPM-DC inh pilot screen %=1.0
CCOC(=O)N1CCN(c2nc(-c3cccc(OC)c3)cc(C(F)(F)F)n2)CC1	7%	1%	9%	-10%	11	1	i	3%	-8%
CCOc1ccc2[nH]c(=O)c(CN(Cc3cccs3)C(CC)c3nnnn3C(C)(C)CC)cc2c1 (centres undefined)	30%	59%*	8%	-2%	0	14	i	5%	32%
CC1=C(C)C(=O)N(c2ccccn2)C1=O	-15%	-22%	10%	-7%	9	9	i	11%	-10%
Cc1cc(C)nc(NS(=O)(=O)c2ccc(NC(=O)CCN3C(=O)c4ccccc4C3=O)cc2)n1	-13%	-15%	/	3%	0	0	i	6%	0%
CCOC(=O)c1c(NC(=O)CSc2nnnn2-c2ccc3c(c2)OCCO3)sc(C)c1C	1%	-16%	1%	4%	3	1	i	21%	-3%
CCN(CC)S(=O)(=O)c1ccc2oc(C(=O)NCC3COc4ccccc4O3)c(C)c2c1 (centres undefined)	-12%	-14%	10%	-12%	5	0	i	5%	-12%
O=C(Cn1c(=O)n2ncnc2c2c3c(sc21)CCCC3)c1ccccc1	-21%	-18%	8%	-2%	9	13	i	16%	-5%
CCN(CC(=O)Nc1c(C(=O)OC)[nH]c2ccccc12)c1ccc2c(c1)OCO2	-3%	-2%	12%	13%	8	9	i	16%	-8%	Spn PMK inh pilot replicates=2.0;MK inhibit pilot replicates=0.0;Spn DPM-DC inh pilot screen %=0.0
COc1ccc(-c2cc(C(=O)O)c(C)o2)cc1OC	-5%	-9%	13%	3%	0	0	i	4%	/
Cc1onc(-c2c(F)cccc2Cl)c1C(=O)Nc1cccc(Cn2cccn2)c1	-15%	-6%	8%	1%	15	3	i	9%	0%
CC(=O)OC(C(=O)NC1CCCCC1)c1ccccc1 (centres undefined)	1%	1%	8%	3%	6	13	i	0%	0%
CCOC(=O)C1CCN(Cc2ccc(F)cc2)CC1	-10%	-22%	2%	3%	2	7	i	3%	-5%
CCn1c(SC)nc2c(c1=O)SC(C)C2 (centres undefined)	-8%	-16%	/	2%	11	10	i	9%	-7%	Spn PMK inh pilot replicates=3.5;MK inhibit pilot replicates=0.0;Spn DPM-DC inh pilot screen %=3.0
O=C(Nc1cc(=O)[nH]c2ncnn12)c1ccccc1Cl	2%	-3%	/	0%	10	10	i	15%	2%
CCOCCCNc1nc2ccccc2[nH]1	1%	2%	-4%	2%	4	7	i	9%	8%
COc1ccc2nc(NC(=O)Cc3ccc(OC)c(S(=O)(=O)N4CCOCC4)c3)sc2c1	9%	13%	-9%	-3%	0	7	i	8%	23%
COc1ccc(C)cc1S(=O)(=O)NC1CCCCC1C (centres undefined)	-2%	2%	-1%	6%	10	0	i	5%	4%

The final 3 compounds of the section above come first, to join the parts.
SMILES	HPDE-C7K KRASV12	HPDE-C7 viability	LYP phosphatase	Bfl-1 inhibitors	MK inhibit	Spn PMK inh	Spn DPM-DC inh	TNAP inhibition	HT1080 cytotoxicity	others
CCOCCCNc1nc2ccccc2[nH]1	1%	2%	-4%	2%	4	7	i	9%	8%
COc1ccc2nc(NC(=O)Cc3ccc(OC)c(S(=O)(=O)N4CCOCC4)c3)sc2c1	9%	13%	-9%	-3%	0	7	i	8%	23%
COc1ccc(C)cc1S(=O)(=O)NC1CCCCC1C (centres undefined)	-2%	2%	-1%	6%	10	0	i	5%	4%
CCOC(=O)N1CCN(CC(O)COc2c(OC)cccc2OC)CC1 (centres undefined)	-6%	-4%	2%	-7%	12	17	i	8%	6%
Cc1cc2c(cc1C)NC(CC(=O)NCc1ccccc1)C(=O)N2 (centres undefined)	-6%	1%	1%	0%	0	0	/	2%	-2%
O=C1CCCC/C1=C/Nc1ccc2c(c1)OCO2	3%	3%	1%	-2%	3	3	i	6%	18%
O=C1CC(c2ccccc2)n2nc(N3C(=O)CCC3=O)nc2N1 (centres undefined)	3%	-2%	1%	-16%	4	0	i	5%	-2%
O=C(CSc1n[nH]c(=O)[nH]c1=O)c1ccccc1	8%	5%	9%	0%	8	7	i	1%	7%	Spn PMK inh pilot replicates=0.0;MK inhibit pilot replicates=0.0;Spn DPM-DC inh pilot screen %=0.0
CC1(C)CC(=O)C2=C(C1)Nc1[nH]c(=S)[nH]c(=O)c1C2c1ccccc1 (centres undefined)	2%	-8%	-1%	-3%	2	0	i	12%	9%
CCCCn1c(SCC(=O)NCCc2ccc(OC)c(OC)c2)nc2c1c(=O)n(C)c(=O)n2C	-3%	-3%	4%	-6%	7	10	i	8%	-8%
COCc1cc(C)nc(Nc2ccc(C)c(C)c2)c1C#N	8%	-4%	8%	5%	0	0	i	9%	12%
Cc1ccc(NC(=O)c2cc(N(C)C)ccc2[P+](=O)O)cc1	-2%	-14%	8%	3%	7	0	i	5%	10%
CCOc1ccccc1-c1nc2c([nH]1)c(=O)n(C)c(=O)n2C	-5%	-10%	/	-5%	0	9	i	2%	-1%
CCCCN(CC)CCCNC(=O)c1cc2cc3ccc(OC)cc3nc2o1	-1%	3%	-4%	-6%	1	15	/	9%	2%
COc1cc(NC(=O)C2CC(c3cccc(OC)c3OC)=NO2)cc(OC)c1OC (centres undefined)	21%	19%	3%	-2%	3	13	i	5%	33%	Spn PMK inh pilot replicates=0.0;MK inhibit pilot replicates=7.0;Spn DPM-DC inh pilot screen %=0.0
Cc1nn(-c2ccccc2)c2sc(C(=O)C(C#N)c3ccccn3)cc12 (centres undefined)	-10%	-8%	1%	9%	0	11	i	8%	-9%
CCOC(=O)CSc1nnc(Cc2cc(=O)[nH]c(=O)[nH]2)n1-c1cccc(OC)c1	1%	-2%	4%	-4%	2	17	i	7%	1%
CCC(C)n1cnc2c(c1=O)c1nc3ccccc3nc1n2Cc1ccccc1OC (centres undefined)	46%	-4%	-11%	-3%	0	15	i	14%	0%
N#CC1=C(N)SC(N)=C(C#N)C1CCC1CCCCC1	35%	37%	/	-12%	6	8	i	18%	-1%
CN(C)C=Nc1ncc2c3ccccc3n(Cc3ccccc3)c2c1C#N	-2%	3%	5%	-3%	5	0	/	6%	-4%
CC(Sc1nc2c(c(=O)n(C)c(=O)n2C)n1Cc1cc2c(cc1Cl)OCO2)C(=O)O (centres undefined)	-6%	-19%	7%	-5%	5	0	i	14%	-8%
CCCN1C(=O)c2cc(C(=O)NC3CCCCCC3)ccc2C1O (centres undefined)	-2%	-18%	11%	-7%	17	1	i	9%	-3%
Cn1c2ccccc2c(=O)n2c(=O)c3ccccc3cc12	8%	-4%	7%	0%	7	12	i	5%	0%
CCn1c(SCC(=O)NCc2cccs2)nnc1-c1cccs1	-16%	-11%	10%	20%	10	1	i	1%	2%
Cc1nc2c(-c3ccc(F)cc3)c(C)nn2c(C)c1CCC(=O)NC(C)CCc1ccco1 (centres undefined)	9%	-2%	-1%	13%	4	10	i	12%	-10%	Spn PMK inh pilot replicates=4.0;MK inhibit pilot replicates=1.0;Spn DPM-DC inh pilot screen %=0.0
O=C(CN1CCCc2ccccc21)NC(=O)NCc1ccco1	-16%	-12%	-7%	-1%	4	0	i	4%	-6%
CCSc1nnc(NC(=O)CSc2nc(CC)nc3c2c(=O)n(C)c(=O)n3C)s1	-2%	4%	0%	0%	4	4	i	8%	-2%
Cc1ccc(N(CC(O)CN2CCCC2)S(=O)(=O)c2ccccc2)cc1 (centres undefined)	-13%	-12%	1%	3%	10	11	i	5%	-2%
COc1c(C)cccc1C(=O)Nc1ccc(N2CCN(S(C)(=O)=O)CC2)cc1	-6%	-16%	2%	-10%	0	11	i	8%	2%
CCCOC(=O)Cc1c(O)c2ccccc2[nH]c1=O	-14%	-10%	6%	3%	12	13	i	17%	-2%
